From PubChem
FEN1 inhibitor = qHTS Assay for the Inhibitors of Human Flap endonuclease 1 (FEN1) | P39748 | Recombinant FEN1 flap cleavage, fluorescence, 15 min | Potency, µM (highest dose often 114 µM), for the others: at the top dose activity change, negative = inhibition, actives largely listed as inhibitors | 390,000 tested, 0.35% active; also: nearly all actives have a fitted effect of over 65% in size
Target sequence (P39748 whole entry, looked up): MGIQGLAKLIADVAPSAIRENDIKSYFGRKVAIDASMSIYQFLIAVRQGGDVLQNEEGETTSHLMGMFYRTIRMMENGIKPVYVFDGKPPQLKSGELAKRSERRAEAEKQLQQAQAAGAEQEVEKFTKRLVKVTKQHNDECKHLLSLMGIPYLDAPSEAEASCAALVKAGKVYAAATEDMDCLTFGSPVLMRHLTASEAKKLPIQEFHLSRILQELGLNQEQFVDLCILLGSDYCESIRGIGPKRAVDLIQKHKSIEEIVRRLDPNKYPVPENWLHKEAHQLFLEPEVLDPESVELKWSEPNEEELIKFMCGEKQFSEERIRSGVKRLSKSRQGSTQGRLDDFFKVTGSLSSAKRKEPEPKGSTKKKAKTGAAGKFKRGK
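Recombinant FEN1 (10 nM) was preincubated with pin-transferred compounds for 15 min at room temperature, then flap DNA substrate (50 nM final) was added. Plates were read at 0 and 15 min, and normalized concentration–response data were fitted to a four-parameter Hill equation.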
N370S GC = qHTS Assay for Inhibitors and Activators of N370S glucocerebrosidase as a Potential Chaperone Treatment of Gaucher Disease. N370S GC spleen homogenate, 4MU-glucoside fluorescence. Potency, µM (titrated, usually from 59.4 µM), for the others: at the top dose activity change, negative = inhibition, most hits filed as inhibitors. 330,000 tested, 0.092% active;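 also: 0% = full enzyme activity and -100% = no enzyme basal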
TDP1 block = qHTS Assay for Inhibitors of Tyrosyl-DNA Phosphodiesterase (TDP1) | AID 485290, 2010 | recombinant TDP1, AlphaScreen DNA substrate cleavage | Tyrosyl-DNA phosphodiesterase 1 (Homo sapiens), Q9NUW8 | 350,000 tested, 0.28% active | Potency, µM (doses to about 130 µM), for inactives: top-dose activity change, negative = inhibition, most hits filed as inhibitors; also: nearly all actives have a fitted effect of over 40% in size
Target sequence (Q9NUW8 whole entry, looked up): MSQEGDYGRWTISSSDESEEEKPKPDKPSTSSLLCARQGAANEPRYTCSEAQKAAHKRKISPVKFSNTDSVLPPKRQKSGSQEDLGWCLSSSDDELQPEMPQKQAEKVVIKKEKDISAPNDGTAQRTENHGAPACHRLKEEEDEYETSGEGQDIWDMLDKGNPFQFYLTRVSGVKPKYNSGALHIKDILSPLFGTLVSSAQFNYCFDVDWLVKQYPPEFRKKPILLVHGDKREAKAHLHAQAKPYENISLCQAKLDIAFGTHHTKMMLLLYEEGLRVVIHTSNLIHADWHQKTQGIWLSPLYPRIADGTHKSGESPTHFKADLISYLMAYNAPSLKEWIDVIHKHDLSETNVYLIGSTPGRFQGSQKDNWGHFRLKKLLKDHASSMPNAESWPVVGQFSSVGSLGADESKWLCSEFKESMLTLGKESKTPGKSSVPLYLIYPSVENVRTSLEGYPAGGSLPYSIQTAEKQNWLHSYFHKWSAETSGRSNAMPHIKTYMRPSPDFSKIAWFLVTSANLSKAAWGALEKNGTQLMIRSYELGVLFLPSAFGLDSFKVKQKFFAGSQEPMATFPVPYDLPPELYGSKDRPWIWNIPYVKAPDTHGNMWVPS
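Recombinant human Tdp1 (E. coli-expressed, 1 nM final) preincubated with compounds 15 min at room temperature, then 5'-biotin/3'-phosphotyrosine-FITC DNA substrate (15 nM final) added for 5 min. AlphaScreen beads (10 ug/ml final) added 10 min; cleavage lowers signal.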
Numbers without * were called inactive; ? = inconclusive; . = not tested or not shown; & = joins results of further samples; [ ] = another dose, or the depositor's remark. Calls follow the shape of the dose curve; as a rule, active = well fitted curve in the direction sought with a large enough effect; inconclusive = small, poorly fitted or top-dose-only effect, or another doubt; inactive = no such curve, though single readings can be large; an effect the other way counts as inactive or inconclusive. Unless noted, % is scaled to controls: 0 for no effect and ±100 for the full control effect; potency is read from the fitted curve at half-maximal effect.

SMILES | FEN1 inhibitor | N370S GC | TDP1 block
COc1ccccc1NC(=O)C(Cc1ccc(Cl)cc1)c1nn[nH]n1 (stereo not given) | 0% | 12% | 6%
Cc1ccc(C(=O)NNC(=O)c2ccco2)cc1 | -1% | -3% | 3%
C=CCn1cccc(C(=O)Nc2ccc(OC)c(Cl)c2)c1=O | -13% | -3% | .
COc1cccc(-n2cc(CN(C)Cc3nc(Cc4cccc(F)c4)no3)cn2)c1 | -4% | 15% | 5%
Cn1c(=O)cc(OCC(=O)NCc2cccs2)c2ccccc21 | -16% | -15% | 2%
COc1ccccc1N1CCN(CC(=O)Nc2cccc(F)c2)CC1 | 0% | -2% | -3%
Cc1ccc(C(=O)NCC(=O)OCC(=O)N2CCCc3ccccc32)cc1 | 0% | 3% | 2%
CCOc1ccc(NC(=O)c2ccc(NCC(=O)N3CCCCCC3)cc2)cc1 | -11% | 6% | 9%
COC(=O)c1ccc(C(=O)OC)c(NC(=S)N2CCN(C(=O)C3CCCO3)CC2)c1 (stereo not given) | -4% | 4% | 6%
CC(NC(=O)c1cc2c(cc1Cl)N1CCCCCC1=NS2(=O)=O)c1ccc(S(N)(=O)=O)cc1 (stereo not given) | 6% | -5% | -2%
O=C(CCS(=O)(=O)Cc1ccc(Cl)cc1)NCCCN1CCOCC1 | -1% | -5% | 0%
Cc1cc(NC(=O)c2ccc(Cl)c(S(=O)(=O)N3CCCCC3)c2)no1 | 10% | -7% | 2%
COCCN1C(=O)c2ccc(C(=O)O)cc2C1=O | 0% | 8% | 2%
CC(/C=N/Nc1ncc(C)c(=O)[nH]1)=C\c1ccccc1 | 3% | -1% | 3%
O=C1OC(OC(=O)c2cccnc2Nc2cccc(C(F)(F)F)c2)c2ccccc21 (stereo not given) | . | 1% | -10%
COc1cccc(Nc2ncc(C(=O)O)c3ccccc23)c1 | -5% | -3% | -2%
COc1ccc(N2CCN(CCCNC(=O)c3cc(Nc4ccc(OC)cc4OC)nc4ccccc34)CC2)cc1 | -1% | . | 11%
CCOc1ccc(S(=O)(=O)N2CCCC(C(=O)NCc3ccncc3)C2)cc1Cl (stereo not given) | 3% | -3% | 0%
CCc1cc2c(C)ccc(C)c2nc1SCC(=O)Nc1cc(C)on1 | -1% | -3% | .
Cc1ccccc1NC(=O)c1cc2c(C)nc3ccccc3c2o1 | -3% | -8% | 0%
CCS(=O)(=O)c1ccc2oc(Nc3ccc(C(C)C)cc3)nc2c1 | 9% | -7% | -1%
COc1cc(/C=C2\SC(=S)N(NC(=O)c3cccc(O)c3)C2=O)ccc1O | ? | -26% | .
CCc1ccccc1NC(=O)c1ccc(F)c(S(=O)(=O)N2CCN(c3ccccc3OC)CC2)c1 | -10% | . | 3%
COc1ccc(S(=O)(=O)n2cnc3ccccc32)cc1OC | -2% | 3% | .
Cc1occc1C(=O)NCc1ccccc1 | -4% | -24% | 2%
Cc1ccc(S(=O)(=O)N(C)c2ccccc2C(=O)Nc2ccc3c(c2)OCCO3)cc1 | -25% | -3% | 1%
COc1cc(C)c(CNc2ccc(OC)c(OC)c2)cc1C | . | -1%[2.35 µM] | 8%
Cc1ccc(Cl)cc1NC(=O)C(C)n1nc(-c2ccccc2)ccc1=O (stereo not given) | -21% | . | -2%
CC(C)(C)c1ccc(S(=O)(=O)NCc2ccc(C(=O)NCC3CCCO3)cc2)cc1 (stereo not given) | 3% | -1% | 2%
CCOc1ccccc1-c1noc(CSc2nnc(-c3ccncc3)n2-c2ccc(F)cc2)n1 | -6% | . | 1%
Cc1oc(-c2ccc(Cl)cc2)nc1CS(=O)CC(=O)NCc1ccco1 (stereo not given) | 0% | -19% | 4%
Cc1cccc(NC(=O)Cc2nnc(NC(=O)Nc3ccccc3F)s2)c1 | -2% | -20% | 1%
Cc1[nH]c(=O)[nH]c(=O)c1S(=O)(=O)N1CCN(c2ccccc2)CC1 | 1% | 1% | 1%
COc1ccc(OCc2cc(C(=O)NC3Cc4ccccc4C3)no2)c(Cl)c1 | 13% | -1% | 3%
Cc1cc(C)cc(N=c2c([N+](=O)[O-])nn(-c3ccc4c(c3)OCCO4)n2O)c1 | -18% | 4% | 11%
Cc1cc(OC(C)C(=O)NCc2ccccn2)c2c(C)c(C)c(=O)oc2c1 (stereo not given) | -19% | -5% | 0%
COc1ccc(OCc2cc(C(=O)NCCN3CCCC(O)C3)no2)c(Cl)c1 (stereo not given) | -6% | -9% | 3%
Cc1cc2nc(-c3cccc(NC(=O)COc4ccc(Cl)c(C)c4)c3)oc2cc1C | 2% | . | -5%
CCOc1ccc(CCNC(=O)c2cn(C)c3ccc(S(=O)(=O)N4CCCCC4)cc3c2=O)cc1OCC | -8% | . | 2%
Cc1ccc(NC(=O)Cn2c(C)cc(C)c(C#N)c2=O)c(Cl)c1 | 12% | 0% | -4%
O=C(CSc1nc2c([nH]c3ccccc32)c(=O)n1-c1ccc(F)cc1)Nc1ccc2c(c1)OCO2 | -5% | . | 7%
Cn1c(/C(C#N)=C2/CCCCCN2)nc2ccccc21 | 4% | -5% | 6%
Cc1cc(=O)n2nc(N3CCC(C(=O)NCc4cccc(Br)c4)CC3)sc2n1 | 21% | -10% | 4%
COc1ccc(CNC(=O)CSc2cccc3cccnc23)cc1 | -2% | 15% | .
COC(=O)c1sccc1NC(=S)Nc1cc(C)ccc1OC | -2% | 5% | 5%
Cc1ccccc1C(C)NS(=O)(=O)c1ccc2c(c1)OCCO2 (stereo not given) | -11% | . | 0%
CC(C)n1nnc(-c2ccc(OCc3ccccc3F)cc2)n1 | 0% | 10% | .
CC1(c2ccc(OC(F)F)cc2)NC(=O)N(CC(=O)NC2CCCCC2)C1=O (stereo not given) | -4% | 10% | 5%
COc1ccc(CNC(=O)C2CCN(C(=O)N3CCOc4ccc(Cl)cc43)CC2)cc1 | -2% | . | 9%
CCn1c2ccccc2c2cc(/C=N/NC(=O)c3ccncc3)ccc21 | ? | -3% | 7%
CC(Oc1ccc2c3c(c(=O)oc2c1)CCCC3)C(=O)NCc1ccccn1 (stereo not given) | 12% | 4% | 0%
Cc1ccc(NC(=O)/C=C/c2ccc(C)o2)c(C)c1 | -21% | . | -3%
O=C(N/N=C/c1cccs1)C1CC(=O)N(c2ccccc2)C1 (stereo not given) | 3% | 2% | 7%
COC(=O)c1ccc(C2c3c(n[nH]c3C)C(=O)N2c2ccc(C)cc2)cc1 (stereo not given) | -18% | 6% | 4%
Cc1ccc2c(c1)NC(=O)C(CC(=O)Nc1ccccc1Cl)O2 (stereo not given) | -2% | . | 2%
CCOC(=O)[C@@H]1[C@H]2COc3cc(OC)ccc3[C@@H]2N2C(=O)N(c3ccc(C(F)(F)F)cc3)C(=O)[C@]12C | 10% | -1% | .
Cc1cccc2cc(CN(Cc3cccs3)C(c3nnnn3C3CCCC3)C(C)C)c(=O)[nH]c12 (stereo not given) | 9% | -3% | 10%
Cc1c(NC(=O)CSc2ccccn2)c(=O)n(-c2ccccc2)n1C | 5% | 9% | 7%
COc1cc(/C=C2\SC(N)=NC2=O)cc(Cl)c1O | -1% | -7% | .
CCS(=O)(=O)N1CCC(C(=O)c2ccc(Cl)cc2)CC1 | -6% | 5% | 9%

For reference, part of the list above:
SMILES | FEN1 inhibitor | N370S GC | TDP1 block
Cc1ccc(NC(=O)Cn2c(C)cc(C)c(C#N)c2=O)c(Cl)c1 | 12% | 0% | -4%
O=C(CSc1nc2c([nH]c3ccccc32)c(=O)n1-c1ccc(F)cc1)Nc1ccc2c(c1)OCO2 | -5% | . | 7%
Cn1c(/C(C#N)=C2/CCCCCN2)nc2ccccc21 | 4% | -5% | 6%
Cc1cc(=O)n2nc(N3CCC(C(=O)NCc4cccc(Br)c4)CC3)sc2n1 | 21% | -10% | 4%
COc1ccc(CNC(=O)CSc2cccc3cccnc23)cc1 | -2% | 15% | .
COC(=O)c1sccc1NC(=S)Nc1cc(C)ccc1OC | -2% | 5% | 5%
Cc1ccccc1C(C)NS(=O)(=O)c1ccc2c(c1)OCCO2 (stereo not given) | -11% | . | 0%
CC(C)n1nnc(-c2ccc(OCc3ccccc3F)cc2)n1 | 0% | 10% | .
CC1(c2ccc(OC(F)F)cc2)NC(=O)N(CC(=O)NC2CCCCC2)C1=O (stereo not given) | -4% | 10% | 5%
COc1ccc(CNC(=O)C2CCN(C(=O)N3CCOc4ccc(Cl)cc43)CC2)cc1 | -2% | . | 9%
CCn1c2ccccc2c2cc(/C=N/NC(=O)c3ccncc3)ccc21 | ? | -3% | 7%
CC(Oc1ccc2c3c(c(=O)oc2c1)CCCC3)C(=O)NCc1ccccn1 (stereo not given) | 12% | 4% | 0%
Cc1ccc(NC(=O)/C=C/c2ccc(C)o2)c(C)c1 | -21% | . | -3%
O=C(N/N=C/c1cccs1)C1CC(=O)N(c2ccccc2)C1 (stereo not given) | 3% | 2% | 7%
COC(=O)c1ccc(C2c3c(n[nH]c3C)C(=O)N2c2ccc(C)cc2)cc1 (stereo not given) | -18% | 6% | 4%
Cc1ccc2c(c1)NC(=O)C(CC(=O)Nc1ccccc1Cl)O2 (stereo not given) | -2% | . | 2%
CCOC(=O)[C@@H]1[C@H]2COc3cc(OC)ccc3[C@@H]2N2C(=O)N(c3ccc(C(F)(F)F)cc3)C(=O)[C@]12C | 10% | -1% | .
Cc1cccc2cc(CN(Cc3cccs3)C(c3nnnn3C3CCCC3)C(C)C)c(=O)[nH]c12 (stereo not given) | 9% | -3% | 10%

More entries follow:
SMILES | FEN1 inhibitor | N370S GC | TDP1 block
CSCC[C@H](NC(=O)COc1ccc(Cl)cc1)c1nc2ccccc2[nH]1 | 13% | 16% | 5%
COc1ccc2c(c1)c1ncn(CCc3ccccc3)c(=O)c1n2C | -15% | ? | -1%
CCCN(C(=O)c1cc2c(=O)oc3ccccc3c2s1)c1cccc(Cl)c1 | -17% | . | -3%
COc1ccc(NC(=O)C(=O)N/N=C/c2cccnc2)c(OC)c1 | -1% | 1% | 3%
Cc1ccccc1C(=O)NC(CC(C)C)C(=O)OCc1cc(=O)n2cc(Br)ccc2n1 (stereo not given) | 1% | 6% | 3%
NC(=O)c1ccc(NC(=O)CSc2nnc(C3CCCCC3)n2N)cc1 | -11% | -11% | -15%
COc1ccc2c(c1)C(=O)[C@H](O)[C@@H](c1ccc(OC)c(Br)c1)O2 | -10% | -8%&-9% | 4%&0%
O=C(CNC1CCCCC1)Nc1cccc(C(F)(F)F)c1 | -7% | -3% | 3%
Cc1ccccc1N=Cc1c(O)n(-c2nccs2)c(=O)c2ccccc12 | -19% | 9% | 5%
COc1cccc(-c2sc3ccc(OC)cc3c2-c2ccc(OC)cc2F)c1 | 7% | . | -4%
CN1C(=O)C(C(=O)Nc2ccccc2F)c2ccccc21 (stereo not given) | -1% | 2% | -3%
COc1ccc(CN2CCNC(=O)C2CC(=O)N(C)Cc2nc(C)cs2)c(OC)c1 (stereo not given) | 3% | 0% | 5%
O=[N+]([O-])c1ccc2c(c1)nc1n2CCCCC1 | 10% | ? | 0%
COc1ccc(Cc2nnc(SCC(=O)Nc3ccccc3C#N)o2)cc1 | 0% | 2% | 5%
Fc1cc(F)cc(NC(=S)Nc2ccccc2N2CCOCC2)c1 | -11% | 8% | 8%
COC(=O)c1[nH]c2ccccc2c1NC(=O)c1c(F)cccc1F | -9% | 15% | 7%
COCCNC(=O)[C@@H]1CCCN1S(=O)(=O)c1cccc2cccnc12 | 9% | 0% | .
O=C(NC(=S)Nc1nc(-c2ccccc2)cs1)c1cccnc1 | -2% | 1% | 2%
C=CCN(C(=O)Nc1ccc(Cl)cc1)C1CC(=O)N(c2ccc(OC)cc2)C1=O (stereo not given) | -2% | 0% | -3%
Cc1cc2c(c(=O)n1CC1CCCO1)C(c1ccc3c(c1)OCO3)C(C#N)=C(N)O2 (stereo not given) | -3% | -16% | 6%
CCCN(CCC)c1ccc(CC(=O)NC(C)Cc2ccccc2)cc1 (stereo not given) | -8% | 0% | 6%
Cn1cc(CCCC(=O)NCc2cccc(Br)c2)c2ccccc21 | -2% | . | 1%
CCS(=O)(=O)c1nc(S(=O)(=O)c2ccc(C)cc2)c(N2CC(C)CC(C)C2)s1 (stereo not given) | -17% | 11% | 1%
CCc1ccc(CNC(=O)CCc2cn(C)c3ccccc23)cc1 | 4% | -7% | .
Cc1ccc(CNC(=S)Nc2cc(C(=O)O)ccc2C)cc1 | -1% | 7% | 5%
CC(NC(=O)C(=O)NCCCn1ccnc1)c1ccccc1 (stereo not given) | 2% | 7% | 6%
Cc1cc2ccccc2n1CCNC(=O)c1ccccc1F | -12% | . | 5%

Whole records, looked up by structure. Screens in order: FEN1 inhibitor | N370S GC | TDP1 block
`O=[N+]([O-])c1ccc2c(c1)nc1n2CCCCC1` in the list: 10% | ? | 0%
`O=C(N/N=C/c1cccs1)C1CC(=O)N(c2ccccc2)C1` (stereo not given) in the list: 3% | 2% | 7%
`COc1ccc(CNC(=O)CSc2cccc3cccnc23)cc1` in the list: -2% | 15% | .
